Screening data from PubChem.
TDP43 rescue = TDP-43 toxicity inhibition in yeast | Potency, µM (titrated, usually from 46.1 µM), without a hit: top-dose growth rescue (activation), hits mostly activators | TDP-43 expressing yeast growth rescue, BacTiter-Glo, 24 h | hit rate 1.8% among 410,000; note: potency is the fitted concentration of half-maximal effect; % of control where 0% means no effect; nearly all actives have a fitted effect of over 50% in size
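Cell-based yeast growth screen: TDP-43 expression induced in galactose, inoculum OD600=0.02 after raffinose pregrowth to mid-log. Read-out BacTiter-Glo luminescence at 24 hr, 30 deg C; inhibition of toxicity seen as signal increase.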
FUS suppressor = rescues growth of FUS-expressing yeast. S. cerevisiae FUS-expressing, growth rescue, OD600, 24 h. Potency, µM (doses to about 76.6 µM), without a hit: at the highest dose growth rescue (activation), most hits filed as activators. hit rate 0.24% among 390,000;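 note: potency is the fitted concentration of half-maximal effect; plate controls were DMSO vehicle for no effect and reference control for full effect; nearly all actives have a fitted effect of over 55% in size; some results filed as inactive show a strong effect at the top dose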
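FUS-expressing yeast, raffinose-pregrown, induced in 2% galactose minimal medium at OD 0.005; compounds in a dilution series, 24hr at 30C. Growth restoration read as absorbance at 600 nm. CP55940 positive control, DMSO negative.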
Abeta yeast res = A-beta toxicity reversal in yeast | yeast expressing A-beta42, growth rescue, OD600, 48 h; response scale: 0% DMSO, 100% iron-clioquinol control | Potency, µM (top dose mostly 46.1 µM), for inactives: top-dose growth rescue, hits mostly activators | hit rate 0.063% among 410,000 | AID 1347071; note: potency is the fitted concentration of half-maximal effect; nearly all actives have a fitted effect of over 55% in size
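Yeast growth medium received pinned compounds, then yeast cells expressing toxic A-beta were added; plates incubated at 30 C for 48 hr. Growth read as absorbance at 600 nm, normalized to DMSO and equimolar FeCl3 plus clioquinol controls.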
PTHR1 ag = PTHR1 (human) receptor agonism; Q03431; HEK293 GP2 PTHR1 cells, GloSensor cAMP luminescence, 1 h; Potency, µM (titrated, usually from 115 µM), without a hit: top-dose activation, actives largely listed as activators; hit rate 0.075% among 410,000; note: potency is the fitted concentration of half-maximal effect; nearly all actives have a fitted effect of over 55% in size; some results filed as inactive show a strong effect at the top dose; inactives centre near -15; many of its hits are not listed in these tables
Target sequence (Q03431 whole entry, looked up): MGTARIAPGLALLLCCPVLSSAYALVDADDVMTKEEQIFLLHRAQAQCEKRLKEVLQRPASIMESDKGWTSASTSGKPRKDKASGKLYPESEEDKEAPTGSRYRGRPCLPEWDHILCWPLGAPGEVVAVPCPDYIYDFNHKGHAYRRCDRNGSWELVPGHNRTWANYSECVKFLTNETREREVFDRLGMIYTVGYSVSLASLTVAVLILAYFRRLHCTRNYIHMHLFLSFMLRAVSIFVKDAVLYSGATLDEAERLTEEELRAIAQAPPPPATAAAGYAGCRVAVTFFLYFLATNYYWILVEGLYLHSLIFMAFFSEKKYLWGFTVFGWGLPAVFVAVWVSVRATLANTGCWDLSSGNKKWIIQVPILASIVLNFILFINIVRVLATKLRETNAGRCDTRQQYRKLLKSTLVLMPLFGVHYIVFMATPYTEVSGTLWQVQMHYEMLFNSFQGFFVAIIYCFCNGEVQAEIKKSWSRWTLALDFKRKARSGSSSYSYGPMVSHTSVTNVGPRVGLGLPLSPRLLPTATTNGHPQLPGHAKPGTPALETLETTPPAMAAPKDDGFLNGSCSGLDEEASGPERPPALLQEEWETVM
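HEK-293-derived GP2 cells expressing PTHR1 and a GloSensor cAMP reporter, 3,000/well, plated overnight, given luciferin plus IBMX (each 0.5 mM as added) for 1 h at 37 °C, then compound for 1 h at 37 °C. Luminescence was read after 15 min at room temperature.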
Akt phos inh = blocks phosphorylation of Akt; Neuro2A IGF-stimulated pAkt S473 HTRF, 20 min; active compounds read low; activity change, % for hits at 50 µM; hit rate 0.32% among 360,000; in the data active = activity change below about -80%; inconclusive = mostly about -51% to -80%; note: % is set by controls: 0 for no effect and ±100 for the full control effect
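Neuro2A cells in DMEM with 0.5% FBS, overnight at 37 deg C, given compound at single 50 µM final, then IGF (6 nM final) for 20 min at 37 deg C. Lysed; phospho-Akt Ser473 by HTRF after 24 h, 665/615 ratio.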
MmCpn inh = M. maripaludis TRiC chaperonin inhibition | hit rate 0.031% among 330,000 | purified Mm-Cpn ATPase, ADP Transcreener TR-FRET | Potency, µM (top dose mostly 76.9 µM), without a hit: at the highest dose activity, negative = inhibition, actives largely listed as inhibitors; note: potency is the fitted concentration of half-maximal effect; % is set by controls: 0 for no effect and ±100 for the full control effect; nearly all actives have a fitted effect of over 80% in size
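Reaction buffer contained 30 mM Tris pH 7.4, 100 mM KCl, 5 mM MgCl2 and 1 mM DTT. Mm-CPN (25 nM final) hydrolysed 10 uM ATP over 30 min at 37°C; ADP was read by HTRF.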
GLP1R cytotox = cytotoxicity counter-screen for GLP-1 receptor inverse agonists | HEK293 cAMP-luciferase reporter cells, luminescence, 24 h | Potency, µM (doses to about 38.3 µM), inactives show at the highest dose activity change, negative = inhibition, usual class: inhibitors | hit rate 0.13% among 410,000;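 note: loss of luciferase light is scored as toxicity; potency is the fitted concentration of half-maximal effect; % is set by controls: 0 for no effect and ±100 for the full control effect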
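Seeding density was 200 cells/uL; after overnight-length (12 h) culture, 23 nL compounds went on for 24 h at 37 °C. Readout used a luciferase detection reagent, luminescence taken after 12 min at room temperature.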
aSyn yeast inh = rescues yeast growth from alpha-synuclein toxicity; Yeast expressing alpha-synuclein, growth rescue, BacTiter-Glo, 24 h; Potency, µM (highest dose often 46.1 µM), for inactives: at the top dose growth rescue (activation), usual class: activators; hit rate 0.14% among 370,000; AID 652106; note: potency is the fitted concentration of half-maximal effect; % of control where 0% means no effect; nearly all actives have a fitted effect of over 65% in size
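Readout is rescue of growth in alpha-synuclein-expressing yeast, so inhibitors of toxicity appear as activators. Growth after 24 hr at 30 deg C in galactose medium is quantified by luminescence.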
GLP1R inv ag = acts as inverse agonist at human GLP-1 receptor; P43220; HEK293 GLP-1R CRE-luciferase, luminescence, 24 h; GLP-1R form is constitutively active; Potency, µM (highest dose often 38.3 µM), for the others: at the top dose activity change, negative = inhibition, actives largely listed as inhibitors; hit rate 1.6% among 410,000; AID 624417; note: potency is the fitted concentration of half-maximal effect; % is set by controls: 0 for no effect and ±100 for the full control effect; nearly all actives have a fitted effect of over 55% in size
Target sequence (P43220 whole entry, looked up): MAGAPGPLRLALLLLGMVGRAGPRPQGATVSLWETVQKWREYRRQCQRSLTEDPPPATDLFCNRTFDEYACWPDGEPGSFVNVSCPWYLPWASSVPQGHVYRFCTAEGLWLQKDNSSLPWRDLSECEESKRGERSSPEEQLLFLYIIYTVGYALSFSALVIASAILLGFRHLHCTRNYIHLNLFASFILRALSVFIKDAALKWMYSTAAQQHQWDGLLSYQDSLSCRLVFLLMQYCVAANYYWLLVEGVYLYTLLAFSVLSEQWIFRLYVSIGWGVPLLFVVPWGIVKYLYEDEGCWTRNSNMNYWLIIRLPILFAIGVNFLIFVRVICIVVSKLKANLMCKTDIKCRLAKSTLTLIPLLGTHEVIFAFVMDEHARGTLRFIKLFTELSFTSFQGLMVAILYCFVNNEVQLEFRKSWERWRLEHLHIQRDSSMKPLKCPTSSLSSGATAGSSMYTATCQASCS
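Readout was luciferase luminescence, measured 12 min after detection reagent at room temperature. Beforehand, GLP-1R reporter HEK293 cells had sat 12 h, then received compounds for 24 hr at 37 deg C.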
Starred values were filed as active, the others as inactive; i = inactive; ? = inconclusive; . = not tested or not shown; [ ] = dose if it differs, or a comment. Unless noted, calls come from the whole dose curve; as a rule, active = well fitted curve in the direction sought with a large enough effect; inconclusive = small, poorly fitted or top-dose-only effect, or another doubt; inactive = no such curve, though single readings can be large; an effect the other way counts as inactive or inconclusive. Not all compounds are listed; count on the stated rates, not on these rows.

SMILES	TDP43 rescue	FUS suppressor	Abeta yeast res	PTHR1 ag	Akt phos inh	MmCpn inh	GLP1R cytotox	aSyn yeast inh	GLP1R inv ag
Cc1ccc(NC(=O)CSc2nnc(Cc3csc(C)n3)o2)c(C)c1	2%	-5%	0%	-5%	i	-1%	11%	-4%	8%
Cc1occc1-c1nnc(SCC(=O)N2CCN(c3ccc(F)cc3)CC2)n1C	-7%	12%	-3%	-15%[57.5 µM]	i	-9%	-6%	0%	-26%
NC(=O)c1ccc(NCCc2ccco2)cc1	2%	-2%	-14%	-9%	i	.	-4%	-1%	26%
CCN1CCN(CCNC(=O)c2ccc3c(c2)NC(=O)/C(=C\c2ccc(OC)c(OC)c2)S3)CC1	8%	12%	-2%	-22%	.	1%	-16%	1%	50%[activator]
COc1cccc(COC(=O)c2ccc3c(=O)n4c(nc3c2)CCC4)c1OC	?	22%	-19%	i	i	-6%	4%	2%	22%
N#Cc1ccc(CN2CCN(C(=O)c3cn(Cc4ccccc4)nc3-c3cccnc3)CC2)cc1	10%	16%	11%	-10%	i	-3%	-1%	-3%[1.84 µM]	0%
N#CCCN(Cc1cccs1)C(=O)Nc1ccc(F)cc1	10%	-7%	8%	i	i	-1%	3%	3%	10%
O=C(NCCCO)C12CC3CC(CC(C3)C1)C2	-22%	-23%	-4%	i	i	.	10%	-7%	7%
Cc1ccc([N+](=O)[O-])cc1NC(=S)NC(=O)c1cccnc1	-9%	14%	7%	-14%	i	-3%	3%	-2%	9%
CC(C(=O)N1CCOCCOCCOCCOCCOCC1)N1C(=O)c2ccccc2C1=O (stereo not drawn)	-19%[9.22 µM]	-8%	0%	-9%	i	-1%	17%[7.66 µM]	-1%	34%[activator][7.66 µM]
COc1ccc(OC)c(N=c2ssnc2Cl)c1	?	-25%	-94%[inhibitor]	i	i	0%	27%	-77%[inhibitor]	0%
NC(=O)/C(=N\OC(=O)c1ccco1)c1nc(-c2ccc(Br)cc2)cs1	16µM*	.	-33%[inhibitor]	i	i	0%	-5%	-10%	14%

Brought forward from above: three compounds, then new ones.
SMILES	TDP43 rescue	FUS suppressor	Abeta yeast res	PTHR1 ag	Akt phos inh	MmCpn inh	GLP1R cytotox	aSyn yeast inh	GLP1R inv ag
CC(C(=O)N1CCOCCOCCOCCOCCOCC1)N1C(=O)c2ccccc2C1=O (stereo not drawn)	-19%[9.22 µM]	-8%	0%	-9%	i	-1%	17%[7.66 µM]	-1%	34%[activator][7.66 µM]
COc1ccc(OC)c(N=c2ssnc2Cl)c1	?	-25%	-94%[inhibitor]	i	i	0%	27%	-77%[inhibitor]	0%
NC(=O)/C(=N\OC(=O)c1ccco1)c1nc(-c2ccc(Br)cc2)cs1	16µM*	.	-33%[inhibitor]	i	i	0%	-5%	-10%	14%
Cc1cc(C)c(S(=O)(=O)Nc2ccc(O)c(Sc3ncn[nH]3)c2)cc1C	0%	-13%	4%	i	i	2%	-5%	-1%	-25%
CC(C)Oc1ccc(C(=O)NC2CCS(=O)(=O)C2)cc1 (stereo not drawn)	7%	-12%	5%	i	i	-13%	-2%	0%	2%
Cc1ccc(C2NC(c3ccc(C)cc3)C([N+](=O)[O-])C(C)(C)C2[N+](=O)[O-])cc1 (stereo not drawn)	0%	32%	20%	i	i	0%	45%[activator]	-1%	?
Cc1ccc(NC(=O)Cc2coc3c(C)c(C)ccc23)cc1Cl	-15%	9%	-10%	7%	.	.	-13%	.	-20%
Nc1nc(CN2CCN(C(=O)c3ccco3)CC2)nc(Nc2cccc(Cl)c2)n1	3%	22%	-8%	i	i	3%	-2%	7%	1%
CC(=O)N/C(=C/c1ccc2c(c1)OCO2)C(=O)NCCCO	6%	-8%	-5%	12%[57.5 µM]	i	-3%	5%	0%	2%
CCN(Cc1nc2ccccc2c(=O)[nH]1)C(=O)C1CC(=O)N(c2cccc3ccccc23)C1 (stereo not drawn)	20%	14%	9%	-10%	i	2%	?	?	?
Cc1c(C(=O)N(C)CCC#N)oc2ccc(S(=O)(=O)N3CC(C)CC(C)C3)cc12 (stereo not drawn)	6%	18%	-1%	-15%	i	2%	-7%	20%	9%
CCCNC(=O)[C@@H]1CCCN1C(=O)C1CCN(S(=O)(=O)c2ccc(C)cc2)CC1	-16%	19%	-2%	8%	i	4%	-5%	-5%	7%
CCC(C)NC(=O)c1ccccc1NC(=O)COc1ccc(OC)cc1 (stereo not drawn)	0%	2%	17%	i	i	0%	-9%	-5%	-27%
Cc1ccc(CSCCNC(=O)CN(c2ccc(F)cc2)S(C)(=O)=O)cc1	19%	20%	9%	-25%	i	-1%	-4%	8%	?
Cc1ccsc1C(=O)OCC(=O)NCCCc1ccccc1	18%	-15%	3%	-2%	i	0%	0%	9%	-16%
N#CCSc1nnc(-c2ccc(S(=O)(=O)N3CCOCC3)cc2)n1CC1CCCO1 (stereo not drawn)	-13%	22%	2%	?	i	0%	3%	1%	0%
COc1ccc(C(=O)O)cc1S(=O)(=O)Nc1ccc(C)cc1	-15%	7%	-20%	-3%	i	1%	-2%	-5%	6%
Cc1cc(C(=O)CSc2nc(N)cc(=O)[nH]2)c(C)n1Cc1ccco1	0%	36%	-9%	-68%[inhibitor]	i	0%	-10%	-9%	-30%
Cc1ccc(OCc2nc(-c3ccccc3)no2)cc1	?	-10%	7%	-1%	i	-1%	3%	4%	23%
O=C(CC1Nc2ccccc2NC1=O)NCc1cccnc1 (stereo not drawn)	12%	7%	4%	0%[57.5 µM]	i	1%	0%	-12%	-19%
Cc1ccc(Cn2c(=O)n(Cc3ccccc3)c(=O)c3oc4ccccc4c32)cc1	9%	6%	-1%	-2%	.	.	3%	.	4%
CC(C)Cn1c(=O)c2sccc2n2c(CCCC(=O)NCC(C)c3ccccc3)nnc12 (stereo not drawn)	15%	-1%	1%	i	.	.	-11%	.	8%
CC(C)(C)n1nnnc1C(c1cccc(C(F)(F)F)c1)N1CCC(O)CC1 (stereo not drawn)	-2%	-4%	6%	-28%	i	-2%	-15%	-3%	-14%
Cc1cc(NC(=O)CCC(=O)N(CCC(C)C)C(C(=O)NC2CCCC2)c2ccccc2C)no1 (stereo not drawn)	8%	6%	2%	-1%	i	1%	-1%	4%	18%
COc1ccccc1NC(=O)c1nc[nH]c1C(=O)Nc1ccccc1OC	-19%	20%	5%	i	i	0%	-11%	8%	6%
CSc1ncc(Cl)c(C(=O)Nc2nnc(SC/C=C/c3ccccc3)s2)n1	-9%	?	5%	-26%	i	0%	2%	-4%	-8%
Cc1nn(C)cc1C1C(C#N)=C(N)N(c2cccnc2)C2=C1C(=O)CCC2 (stereo not drawn)	15%	13%	12%	i	i	-1%	11%	4%	16%
CC1(C)CC(=O)C(C=NCCc2ccc(S(N)(=O)=O)cc2)=C(O)C1	15%	6%	-2%	i	i	-1%	-3%	0%	6%
COc1ccc(S(=O)(=O)CCC(=O)N2CC(=O)N(CCc3ccccc3)C(=O)C2)cc1	17%	-2%	3%	-16%	i	-3%	-5%	13%	23%
O=C1Cc2cc(S(=O)(=O)N3CCNCC3)ccc2N1	10%	.	-5%	i	i	-1%	-3%	-5%	21%
CC(Oc1ccccc1F)C(=O)NC1CCS(=O)(=O)C1 (stereo not drawn)	-2%	13%	5%	10%	i	-4%	2%	-8%	5%
O=C(c1cc(S(=O)(=O)N2CCN(c3ccccc3)CC2)ccc1Cl)N1CCCCCCC1	7%	38%	-61%[inhibitor]	-39%[inhibitor]	i	-5%	10%	17%	?
CC(C)(C)OC(=O)C[C@@H]1C/C=C\C[C@H](CC(=O)N(CCO)Cc2ccccc2)C(=O)N[C@@H](c2ccccc2)COC1=O	-5%	?	-2%	4%	i	-1%	10%	1%	-17%
COc1ccccc1-n1c(-c2ccc(F)cc2)coc1=O	5%	-5%	-15%	i	i	0%	-1%	1%	18%
Cc1cc(C)cc(NC(=S)N2C3CCCC2CC(NC(=O)C2CC2)C3)c1 (stereo not drawn)	26%	3%	-4%	-23%	i	-4%	7%	-4%	-25%
CCOc1cc(NS(=O)(=O)CC)c(OCC)cc1NC(=O)c1ccco1	29%	17%	1%	-54%[inhibitor][57.5 µM]	i	0%	-4%	20%	53%
COc1cc(OC)cc(C(=O)N[C@H](C(=O)OCC(=O)Nc2cccnc2Cl)C(C)C)c1	-11%	-2%	-8%	-19%	i	-1%	4%	-4%	1%
O=c1c2c(nc3nc(NCc4cccc(Cl)c4)[nH]n13)CCC2	-10%	-17%	-7%	i	i	1%	-9%	-2%	6%
CCc1cccc(C)c1NC(=S)NCc1ccc2c(c1)cc(C)n2C	-1%	?	1%	-24%	i	-29%	?	-4%	?
CCCc1nc2c(s1)CCc1onc(-c3ccc(Br)cc3)c1-2	25%	-5%	3%	-16%	i	.	15%	8%	1%
CCc1cccc(C)c1NC(=S)NCC1CCN(c2ccc(OC)cc2)C1 (stereo not drawn)	?	?	?	-15%	i	-6%	-3%	?	?
COC(=O)c1cn(C(=O)/C=C/c2ccc(OC)c(OC)c2)c2ccccc12	-8%[9.22 µM]	20%	8%	-14%	i	?	-12%	12%	-23%
COc1cc(C(=O)NC(CCSC)C(=O)OCC(=O)NC(=O)C2CCCCC2)cc(OC)c1OC (stereo not drawn)	4%	-3%	5%	-24%	i	4%	4%	-1%	7%
